# Screening data as filed in PubChem.
# 12-LOX inh – Primary qHTS assay for inhibitors of human arachidonate 12S-lipoxygenase (ALOX12): Round 2; actives 1.1% (n = 580,000); Polyunsaturated fatty acid lipoxygenase ALOX12 (Homo sapiens), P18054; purified 12hLO, xylenol orange hydroperoxide absorbance; AID 1671190, 2021; Potency, µM (highest dose often 108 µM), inactives show at the top dose activity change, negative = inhibition, hits mostly inhibitors; active = well fitted inhibition curve with a large enough effect; inconclusive = small, poorly fitted or top-dose-only effect, or another doubt; inactive = no such curve, though single readings can be large or run the other way
# Target sequence (P18054 whole entry, looked up): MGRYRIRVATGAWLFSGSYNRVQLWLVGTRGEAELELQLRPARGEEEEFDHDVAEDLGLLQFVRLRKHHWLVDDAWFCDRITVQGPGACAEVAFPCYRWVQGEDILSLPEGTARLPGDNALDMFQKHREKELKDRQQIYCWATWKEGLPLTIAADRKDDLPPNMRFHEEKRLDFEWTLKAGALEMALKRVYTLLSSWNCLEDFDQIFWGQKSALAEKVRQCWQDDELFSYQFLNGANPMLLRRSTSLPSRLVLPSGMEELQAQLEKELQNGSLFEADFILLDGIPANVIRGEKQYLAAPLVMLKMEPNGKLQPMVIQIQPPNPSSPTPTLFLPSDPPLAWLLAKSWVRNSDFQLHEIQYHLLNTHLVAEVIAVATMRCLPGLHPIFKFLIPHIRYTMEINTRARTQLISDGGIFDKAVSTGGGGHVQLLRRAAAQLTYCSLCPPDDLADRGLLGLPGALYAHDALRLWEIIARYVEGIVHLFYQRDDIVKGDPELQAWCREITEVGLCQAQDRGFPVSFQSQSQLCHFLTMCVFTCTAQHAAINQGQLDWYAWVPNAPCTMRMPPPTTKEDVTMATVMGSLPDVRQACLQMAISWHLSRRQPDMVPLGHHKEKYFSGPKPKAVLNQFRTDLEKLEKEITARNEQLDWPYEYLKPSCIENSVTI
#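 Purified human 12hLO (150 nM final) in 25 mM Hepes, 0.01% Triton X-100, pH 7.0 was preincubated 15 min at room temperature with compound. Then 40 uM arachidonic acid was added, 30 min. Hydroperoxide was read by Fe-XO absorbance ratio 573/405 nm.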
# An asterisk follows results filed as active; ? = inconclusive; [ ] = remark or other dose. % is set by controls: 0 for no effect and ±100 for the full control effect; potency is the fitted concentration of half-maximal effect. A portion of the library (hit frequency here may not be typical).
12-LOX inh	mol
?	O=S(=O)(Nc1nc2ccccc2nc1Nc1cccc(C(F)(F)F)c1)c1cccs1
-35.4%	Cn1c(=O)c2c(nc(NCC3CCCO3)n2Cc2cccc3ccccc23)n(C)c1=O (stereo not drawn)
4.8%	N#Cc1cccc(C(=O)Oc2ccccc2C(F)(F)F)c1
35.3%[activator]	CC(C)N1CCN(C2CCOC3(CCN(S(=O)(=O)c4ccccc4)CC3)C2)CC1 (stereo not drawn)
-52.3%	Cc1oc(-c2cccc(Cl)c2)nc1CS(=O)(=O)CC(=O)NC(C)c1ccccc1 (stereo not drawn)
-25.2%	COc1ccccc1NC(C)(C)c1nnnn1-c1ccc(OC)c(OC)c1
39.9%[activator]	COc1cccc(-n2cc(CN(C)c3ncncn3)cn2)c1
-27.4%	CCOc1ccc(-c2nc(C#N)c(N3CCCC3)o2)cc1
2.2%	CCCCn1nnc(NCc2ccc(Cl)cc2)n1
32.2%	COc1ccccc1CCNC(=O)Nc1cccc(CN2CCOC2=O)c1
-36.0%	COc1ccccc1C1(CC#N)CCOC(C)(C)C1 (stereo not drawn)
-26.3%	CC1=Nc2cc(C(=O)NCCCN(C)C)ccc2Sc2ccc(Cl)cc21
-8.5%	COC(=O)[C@@]12C[C@@H](CC(=O)NCc3cccc(C(F)(F)F)c3)C(=O)N(CCc3ccc(OC)c(OC)c3)C1=CCC(C)(C)C2
-5.3%[176 µM]	Cc1cc(C)c(CNC(=O)c2cc(-c3cccnc3)cc3c2OCCN3C)c(=O)[nH]1
-46.2%	CC1=C(C(=O)Nc2ccc(F)c(F)c2)C(c2ccccc2F)NC(=S)N1 (stereo not drawn)
?	Fc1cccc(-c2cc3cnc(Nc4ccc(C(F)(F)F)cc4)cc3[nH]2)c1
3.3%	Cc1nc2ccccc2c(C)c1CC(=O)NCCCc1[nH]nc(N)c1C#N
31.0%[activator][176 µM]	Fc1ccc(-c2cc(CC3(NC4CCCCC4)COC3)no2)cc1
8.7%	CC1CCCC(NC(=O)/C=C/c2cccc(C#N)c2)C1 (stereo not drawn)
12.6%	N#Cc1cn(CC(=O)Nc2cccc(Cl)c2Cl)c2ccccc12
-30.6%	N#Cc1nc(-c2ccc(S(=O)(=O)N3CCCC3)cc2)oc1NCCc1ccccc1
30.3%[activator]	CNC(=O)N1CCCCCCNC(=O)[C@@H]2CCCC[C@@H]21
-14.5%	CCOc1ccccc1Oc1coc2cc(OCC(=O)NCC3CCC(C(=O)O)CC3)ccc2c1=O (stereo not drawn)
8.0%	COC[C@@H]1CN(S(=O)(=O)c2ccccc2F)C[C@H]1c1nc(C)no1
91.0%[activator]	COC(=O)c1[nH]c(C)c(/C(O)=C2\C(=O)C(=O)N(CCCn3ccnc3)C2c2cccnc2)c1C (stereo not drawn)
-10.2%[176 µM]	O=C1COc2ccc(-c3ccc(F)cc3)nc2CN1
55.0%[activator]	c1ccc(-c2nc(C3CC3)no2)c(OC2CN(Cc3ccncc3)C2)c1
-1.4%	Cc1ccc(C2Cn3nnc(-c4nc(-c5ccccc5Br)no4)c3CO2)c(C)c1 (stereo not drawn)
-2.9%	COc1cccc(CNC(=O)N2CCc3sccc3C2)c1
-18.4%[176 µM]	CCCCc1cc(C[C@H]2CNCC[C@H]2CC(=O)NCc2cccnc2)no1
-9.7%	CCNC(=O)N(C1CC1)C1CCOC2(CCN(C(=O)CC3CCCC3)CC2)C1 (stereo not drawn)
6.2%	Cc1ccc(C)c(C(=O)N[C@@H]2CN(c3ccncn3)C[C@H]2CO)c1
14.1%[176 µM]	COCc1cc(C[C@@H]2C[C@H](NCc3ccccc3O)C2(C)C)no1
-8.8%	CCCCn1nc(C(=O)Oc2ccc(C(C)=O)cc2)c2ccccc2c1=O
93.4%[activator][176 µM]	Cc1ccc2nc(CO[C@H]3CN(Cc4nccs4)C[C@H]3F)[nH]c2c1
26.9%	Cc1nn(C(=O)CCC(=O)N2CCc3nc4cc[nH]n4c(=O)c3C2)c2ccccc12
-20.4%	Cn1nnnc1Sc1ccc(S(=O)(=O)N2CCCCC2)cn1
?	COc1ccc(C2(C(=O)N(C)Cc3ccc(F)cc3)CCOCC2)cc1
32.8%	O=C(CCCn1cncn1)NC1CC(c2cc(=O)[nH]c(C3CC3)n2)C1 (stereo not drawn)
-67.5%	CNC(=O)NC(=O)C(C)Sc1nc(C2CC2)nc2ccccc12 (stereo not drawn)
-0.4%	NCCC1C2CC3CC(C2)CC1C3 (stereo not drawn)
22.9%	COC(=O)C1(NC(=O)COc2ccc(Cl)cc2Cl)CCCCC1
?	Cc1cccc(NC(=O)CSc2nc3ccccc3c(=O)n2CCn2cc(Cl)cn2)c1C
74.4%[activator][176 µM]	CN1CCC2(C1)CN(CC1CCOCC1)c1ccc(C(=O)NCC(F)(F)F)cc12 (stereo not drawn)
96.1%[activator]	Cn1c(CNC(=O)C2Cn3cccc3C(=O)N2Cc2ccccc2)nc2ccccc21 (stereo not drawn)
24.5%[176 µM]	O=C(c1ccc(F)cc1)N1CCC2(CC1)CC(c1cccnc1)=NO2
11.3%	Cc1ccc(C(=O)c2ccc(Oc3ccc(C)c(C)c3)cc2)cc1
14.1%	O=C(Nc1ccc2c(c1)CN(Cc1ccccc1F)C(=O)CO2)c1ccccc1F
-6.3%	CCC(=O)N1C[C@@H]2C(=O)N(C)C(=O)[C@@H]2C1
-8.1%	CCOCCn1c(-n2nc(C)c(C)c2C)nc2c1c(=O)[nH]c(=O)n2C

# 4 of the compounds above, with tabs:
canonical_smiles	12-LOX inh
Cc1nn(C(=O)CCC(=O)N2CCc3nc4cc[nH]n4c(=O)c3C2)c2ccccc12	26.9%
Cc1ccc(C)c(C(=O)N[C@@H]2CN(c3ccncn3)C[C@H]2CO)c1	6.2%
O=C(Nc1ccc2c(c1)CN(Cc1ccccc1F)C(=O)CO2)c1ccccc1F	14.1%
Cc1ccc(C2Cn3nnc(-c4nc(-c5ccccc5Br)no4)c3CO2)c(C)c1 (stereo not drawn)	-1.4%

# Next part.
12-LOX inh	mol
-26.0%	Cn1c(SCC(=O)Nc2ccc(C(=O)O)cc2)nnc1-c1ccc(Cl)cc1Cl
140.2%[activator]	O=C(c1n[nH]c2c1CCCC2)N1CCCC2(C1)Nc1cccnc1NC2=NC1CCCC1 (stereo not drawn)
35.2%	O=C(Nc1ccc(-c2nnc3n2CCCC3)cc1)c1ccc(F)cc1F
?	CN1CCC2(C1)CN(Cc1ccccc1)c1ccc(C(=O)Nc3ccc(F)cc3)cc12 (stereo not drawn)
4.4%	CC12C(=O)N(c3ccc(C(=O)N4CCOCC4)cc3)C(=O)C1C1c3ccccc3C2c2ccccc21 (stereo not drawn)
48.6%[activator]	Cn1nccc1C(=O)N1CCC(OC2CCN(Cc3cccnc3)CC2)CC1
3.8%	CC1(c2cccc3ccccc23)NC(=O)N(Cc2ncc(-c3ccccc3)o2)C1=O (stereo not drawn)
-7.9%	CCCCNC(=O)c1nc2ccccc2nc1-c1cccc(OC(F)(F)F)c1
-4.4%	CCC(=O)NCCSCc1cccs1
-4.8%	Cc1cccc(C(=O)N[C@@H]2CN(c3ncccn3)C[C@H]2CO)n1
4.1%	Cc1nc(C(=O)N2CC[C@H](NS(=O)(=O)c3cn(C)cn3)C[C@H]2C(=O)N[C@H](CC(C)C)C(N)=O)cs1
16.5%	O=C(Nc1ccccc1-c1nc(Cc2ccccc2)no1)c1ccncc1
9.8%	CC(C)n1nc(C(=O)NCCCC(=O)O)c2ccccc2c1=O
4.1%	O=C(CC1CCCC1)NCc1cccnc1
13.0%	O=C(NCCc1coc(-c2ccc(F)cc2)n1)Nc1ccc(Cl)cc1
?	c1ccc(C(NCc2cccs2)c2ccccc2)cc1
5.9%	COc1ccc(CCNC(=O)[C@H](CCS(C)(=O)=O)N2Cc3ccccc3C2=O)cc1OC
31.0%	CCO[C@H]1C[C@@H](O)C12CCN(C(=O)c1cc3nc(C)cc(C)n3n1)CC2
-2.8%	CC(NC(=O)CCc1nc2sc3c(c2c(=O)[nH]1)CCC3)c1cccc(C(F)(F)F)c1 (stereo not drawn)
86.5%[activator]	O=C1CCN(S(=O)(=O)c2ccccc2)CCCN(Cc2ccccn2)CCN1
6.2%	Cc1ccc(CN2CCc3nc(N4CCN(C)CC4)[nH]c(=O)c3CC2)c(C)c1
5.2%	CC(C)CC(=O)C(C#N)C(=O)Nc1ccccc1Cl (stereo not drawn)
?	CC1=C[C@@H](CNC(=O)COCC(=O)O)[C@H](C(C)C)C[C@H]1Cc1nc2c(C)cccc2[nH]1
6.0%	CN1C(=O)CS(=O)C12CCN(C(=O)C1(c3ccccc3)CC1)CC2 (stereo not drawn)
-1.7%	CC1(C)OC(=O)N(CC(=O)N2CCC(Cc3noc(C4CC4)n3)CC2)C1=O
40.5%[activator]	Cc1ccc(N2CC(c3noc(-c4ccc(F)cc4)n3)CC2=O)cc1 (stereo not drawn)
-0.3%	COc1cccc(F)c1-c1nc(C)c(C(=O)Nc2ccc(NC(C)=O)cc2)s1
74.4%[activator][176 µM]	CN1CCC2(C1)CN(CC1CCOCC1)c1ccc(C(=O)Nc3ccn(C)n3)cc12 (stereo not drawn)
1.0%	O=C1CCC2(CCN1CC1CC1)CCN(S(=O)(=O)c1ccccc1F)CC2
?	O=c1c(-c2ccccc2)nc2cnc(Oc3ccccc3)nc2n1C[C@H]1CCCO1
-15.1%	Cc1ccc2oc(C(=O)NC3CC(=O)N(C(C)C)C3)c(C)c2c1 (stereo not drawn)
13.1%	Cc1noc(C)c1CC(=O)N1CCC(c2n[nH]c(=O)n2Cc2ccc(F)cc2)CC1
22.0%	O=C(NC1CCCN(c2cc(-c3ccc(F)cc3)[nH]n2)C1)c1ccc2ncccc2c1 (stereo not drawn)
?	COc1cccc([S+](=O)([O-])N2CCCC3(CC(c4ccccn4)=NO3)C2)c1 (stereo not drawn)
-10.1%	CCOc1ccccc1C(=O)n1c(=O)oc2ccc(C(C)(C)C)cc21
-20.2%	C=CCNCc1cccc(Br)c1
17.0%	CC(C)c1nc(N2CCOCC2)ncc1C(=O)O
15.4%	CC(=O)NC(Nc1cccc(C(F)(F)F)c1)C(Cl)(Cl)Cl (stereo not drawn)
38.6%[activator]	COCCNC(=O)[C@@H]1C[C@H](Oc2cccnc2)CN1C(=O)c1ccoc1
?	CC(C)(C)NC(=O)c1ccc(COc2cccc3c2OC(C)(C)C3)cc1
5.4%	O=C1NCCOCCN(C(=O)NCCc2ccccc2)[C@@H]2CCCC[C@H]12
44.7%[activator]	CC(C)N1CCC(CCN2C(=O)[C@H]3CN(S(=O)(=O)c4cn(C)cn4)C[C@H]3C2=O)CC1
-28.6%	Cc1c(Cl)cccc1NC(=O)CCc1c[nH]c2ccccc12
1.6%[57.4 µM]	O=C1CSC(=O)N1C(CCc1ccncc1)COc1ccc(-c2cccc([N+](=O)[O-])c2)cc1 (stereo not drawn)
9.2%	CCc1cc(=O)n(CC(=O)Nc2cc(OC)ccc2OC)c(N2CCOCC2)n1
?	O=C(Cc1ccc(F)cc1)N1CCC(c2nc3c(nnn3Cc3ccccc3F)c(=O)[nH]2)CC1
8.9%	COc1cc(Nc2nc3ccccc3nc2NS(=O)(=O)c2cc(C)ccc2C)cc(OC)c1
5.9%	O=C(COc1ccc2c(c1)CCC(=O)N2)NOCc1ccccc1
-23.4%	C#CCN(CC(=O)NC(=O)NC)C1CCCCC1
1.6%	CCCCn1c(N2CCN(Cc3ccccc3F)CC2)nc2c1c(=O)[nH]c(=O)n2C

# Sorted by the number under 12-LOX inh (largest number first): some entries from above.
12-LOX inh	mol
31.0%	CCO[C@H]1C[C@@H](O)C12CCN(C(=O)c1cc3nc(C)cc(C)n3n1)CC2
11.3%	Cc1ccc(C(=O)c2ccc(Oc3ccc(C)c(C)c3)cc2)cc1
-8.5%	COC(=O)[C@@]12C[C@@H](CC(=O)NCc3cccc(C(F)(F)F)c3)C(=O)N(CCc3ccc(OC)c(OC)c3)C1=CCC(C)(C)C2
-27.4%	CCOc1ccc(-c2nc(C#N)c(N3CCCC3)o2)cc1
-28.6%	Cc1c(Cl)cccc1NC(=O)CCc1c[nH]c2ccccc12

# (further entries)
12-LOX inh	mol
3.6%	Cc1c(C)n2c3c(=O)[nH]c(=O)n(C)c3nc2n1CCNc1ccccc1Cl
18.9%	CC(C)CC(=O)N1CCC2(CC1)OCC(C(=O)NCc1ccccc1)N2C(=O)c1ccccc1 (stereo not drawn)
-35.3%	COC(=O)C(C)Oc1ccc2c(=O)c(-c3ccccc3)coc2c1 (stereo not drawn)
16.2%	CCN(CC)S(=O)(=O)c1ccc(-c2nc(C#N)c(N3CCN(c4ccccc4)CC3)o2)cc1
-13.5%	C/C(CC(C)(C)C1CCCCC1)=N\O
?	CCc1c(C)sc(NC(=O)c2cc(-c3ccc(C)cc3C)nc3ccccc23)c1C#N
117.6%[activator][176 µM]	O=C(NC[C@H]1OC[C@@H](N(Cc2ccccn2)Cc2ccccn2)[C@@H]1O)C1CCCC1
66.6%[activator][176 µM]	Cc1nnc(-c2cc(-c3cccc(N(C)C)c3)ccn2)n1Cc1ccncc1
45.3%	CCn1cc(Br)c(C(=O)Nc2cc(C(F)(F)F)ccc2Cl)n1
74.4%[activator]	O=c1[nH]c(-c2ccncc2)nc2c1CCN(S(=O)(=O)N1CCCC1)C2
4.9%	CCCNC(=O)C1COC2(CCN(C(=O)c3ccc(F)cc3)CC2)N1C(=O)c1ccc(F)cc1 (stereo not drawn)
0.3%	CN(CCO)C1CN(Cc2cn(Cc3ccccc3F)nn2)S(=O)(=O)C1 (stereo not drawn)
15.6%[176 µM]	CC(C)(C)CN1CCOC[C@H]1c1ncc(-c2cccc(Cl)c2)[nH]1
27.8%	COc1ccc(C2Cn3cnc(C(=O)N4CCC(C(=O)Nc5ccc(C)cc5)CC4)c3CO2)cc1 (stereo not drawn)
18.1%	N#Cc1cccc(C(=O)N2CCC3(CC2)NC(=O)N(Cc2ccccc2Cl)C3=O)c1
